# AMA1 RON2 block = inhibitors of Plasmodium falciparum AMA1-RON2 interaction. AlphaScreen AMA1-biotinylated RON2 peptide binding. Potency, µM (top dose mostly 58.2 µM), without a hit: top-dose activity change, negative = inhibition, most hits filed as inhibitors. actives 0.2% (n = 360,000); active = well fitted inhibition curve with a large enough effect; inconclusive = small, poorly fitted or top-dose-only effect; inactive = no such curve, though single readings can be large or run the other way;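 note: 0% = vehicle wells and -100% = peptide control; nearly all actives have a fitted effect of over 45% in size; some results filed as inactive show a strong effect at the top dose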
#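 AMA1 (3D7) with his tag at 25 nM final met compounds first, then biotinylated RON2 peptide at 25 nM; detection used donor plus acceptor beads, 10 µg/mL apiece, read by AlphaScreen after 30 min at room temperature.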
# Numbers without * were called inactive; ? = inconclusive; & = joins results of further samples; [ ] = another dose, or the depositor's remark. Potency is the fitted concentration of half-maximal effect. An excerpt; rates above refer to the full screens.
SMILES,AMA1 RON2 block
Cc1ccc(S(=O)(=O)N2C3CCCCC3O[C@H]2CC(=O)OCc2ccccc2)cc1 (stereo not given in full),-9%
CN(C)Cc1cn(CC[C@@H]2CC[C@@H](NC(=O)Nc3ccccc3F)[C@@H](CO)O2)nn1,-1%
COC(=O)[C@@]12C[C@@H](CC(=O)NCCCCc3ccccc3)C(=O)N(Cc3ccc4c(c3)OCO4)C1=CCC(C)(C)C2,6%
COC(=O)C1=CN(c2ccccc2OC)C(N)=C(C#N)C1c1cccc([N+](=O)[O-])c1 (stereo not given),-20%
COC(=O)C1(C(=O)OC)c2ccccc2N(S(=O)(=O)c2ccc(C)cc2)C1CC(C)=O (stereo not given),-9%
COc1ccc(CCC(=O)N2c3ccccc3N=C(c3ccc4c(c3)OCO4)C2C(=O)Nc2ccc(OC)cc2)cc1 (stereo not given),-10%
CCOC(=O)C1=CCN(S(=O)(=O)c2ccc(F)cc2)C1c1ccc(F)cc1 (stereo not given),-4%
Cc1ccc(S(=O)(=O)N2C(c3ccc(Cl)c(Cl)c3)CC=C(C(=O)O)C2c2cccc(Cl)c2)cc1 (stereo not given),6%
N#Cc1ccc(C(C(=O)NC2CCCCC2)n2c(=O)c(-c3cc4ccccc4[nH]3)nc3ccccc32)cc1 (stereo not given),40%[activator]
O=C(Nc1c(-c2ccccc2)[nH][nH]c1=O)c1cnccn1,1%
Cc1cccc(C)c1NC(=O)C(c1ccc(C(F)(F)F)cc1)n1c(=O)c(-c2ccco2)nc2ccccc21 (stereo not given),3%
CC(=O)/C=C1\OCc2ccccc21,1%
CCO[C@H]1C[C@@H](c2ccc(CC)cc2)N(S(=O)(=O)c2ccc(C)cc2)C2CC(c3ccc(CC)cc3)N(S(=O)(=O)c3ccc(C)cc3)CC21 (stereo not given in full),4%
C=C[C@@H](c1ccccc1)[C@](C)(O)C(=O)O,-4%
COc1ccc(NC(=O)C(c2ccncc2)n2c(=O)c(-c3ccccc3)nc3ccccc32)cc1 (stereo not given),-14%

# A second format for part of the listing above.
Structure	AMA1 RON2 block
O=C(Nc1c(-c2ccccc2)[nH][nH]c1=O)c1cnccn1	1%
Cc1cccc(C)c1NC(=O)C(c1ccc(C(F)(F)F)cc1)n1c(=O)c(-c2ccco2)nc2ccccc21 (stereo not given)	3%
CC(=O)/C=C1\OCc2ccccc21	1%
CCO[C@H]1C[C@@H](c2ccc(CC)cc2)N(S(=O)(=O)c2ccc(C)cc2)C2CC(c3ccc(CC)cc3)N(S(=O)(=O)c3ccc(C)cc3)CC21 (stereo not given in full)	4%

# Continuation:
SMILES,AMA1 RON2 block
Cc1ccc(S(=O)(=O)N2CC3C(=O)C[C@@H](c4ccccc4)N(S(=O)(=O)c4ccccc4Cl)C3CC2c2ccccc2)cc1 (stereo not given in full),-3%
Cc1ccc(S(=O)(=O)N2C3CCCCC3O[C@H]2CC(=O)c2cccc3ccccc23)cc1 (stereo not given in full),-5%
CC1(C(=O)Nc2ccc3c(c2)OCCO3)CN(S(C)(=O)=O)CC(=O)N1CCCn1ccnc1 (stereo not given),-15%
CCOC(=O)[C@]12CCCC=C1N(CCC1=CCCCC1)C(=O)[C@H](CC(=O)NCc1cccc(C(F)(F)F)c1)C2,-12%
Cc1cccc(C)c1N1C(=O)c2ccccc2NC(=O)C1C(=O)NCCc1ccccc1 (stereo not given),4%
CCCCNC(=O)C[C@@H]1C[C@@]2(C(=O)OCC)CCCC=C2N(CCc2ccc(OC)c(OC)c2)C1=O,3%
CCOC(=O)C1=CC[C@@H](c2ccccc2)N(S(=O)(=O)c2ccc(C)cc2)[C@@H]1C#N,-1%
N#Cc1cccc(C(=O)C(=O)N2CCN(c3ccccc3)CC2)c1,6%
CCOC(=O)[C@]12CCCC=C1N(CCC1=CCCCC1)C(=O)[C@H](CC(=O)N1CCN(C(=O)c3ccco3)CC1)C2,0%
CC1(C(=O)NCc2ccccc2)CN(S(C)(=O)=O)CC(=O)N1CC(F)(F)F (stereo not given),-2%
O=C(NC1CCCC1)C1C(c2ccc(C(F)(F)F)cc2)=Nc2ccccc2N1C(=O)c1cccc2ccccc12 (stereo not given),-3%
CCOC(=O)N1CCN(C(C(=O)NC2CCCC2)c2ccco2)CC1 (stereo not given),0%
O=C(NC1CCCC1)C1C(c2ccccc2)=Nc2ccccc2N1C(=O)c1cc(Cl)cc(Cl)c1 (stereo not given),0%
COCCN1C(=O)CN(S(C)(=O)=O)CC1(C)C(=O)NC(C)C (stereo not given),2%
COC(=O)[C@@]12C[C@@H](CC(=O)N3CCCCC3)C(=O)N(Cc3ccco3)C1=CCC(C)(C)C2,-7%
COC(=O)[C@]12CCCCC=C1N(Cc1ccc3c(c1)OCO3)C(=O)[C@H](CC(=O)NCc1ccc(C)o1)C2,-15%
Cc1cccc(C)c1NC(=O)C1(C)CN(S(C)(=O)=O)CC(=O)N1Cc1cccc(F)c1 (stereo not given),1%
COC(=O)C[C@@H]1CC[C@@H](NS(=O)(=O)c2ccc(F)cc2)[C@@H](CO)O1,1%
CC(=O)C1CN(S(=O)(=O)c2ccc(C)cc2)C(c2ccccc2)CC1C (stereo not given),-13%
O=C(C[C@H]1CC[C@H]2[C@@H](COC[C@@H](O)CN2Cc2cc(F)ccc2F)O1)NCc1ccc(Cl)cc1,0%
Cc1cc2c(cc1C)-c1nnnn1C(N1CCCC1)C(=O)N2 (stereo not given),19%
CCCCNC(=O)C(NC(=O)c1ccc(C)cc1)C(=O)c1ccccc1 (stereo not given),4%
COc1ccc(C2=Nc3ccccc3N(C(=O)c3ccncc3)C2C(=O)NC(C)(C)C)cc1 (stereo not given),6%
COC(=O)[C@@]12C[C@@H](CC(=O)N3CCC(c4ccccc4)CC3)C(=O)N(Cc3cccc4ccccc34)C1=CCC(C)(C)C2,-13%
CCCCNC(=O)C(NC(=O)c1ccc2c(c1)OCO2)C(=O)c1ccccc1 (stereo not given),3%
CC(C)NC(=O)C1(C)CSCC(=O)N1CCCN1CCOCC1 (stereo not given),-2%
O=C(Nc1ccc(F)cc1)C(c1ccccc1)N1CCN(c2cccc(C(F)(F)F)n2)CC1 (stereo not given),-3%
COC(=O)[C@@]12C[C@@H](CC(=O)NCc3ccc(OC)c(OC)c3)C(=O)N(Cc3ccc4c(c3)OCO4)C1=CCC(C)(C)C2,-10%
COC(=O)C[C@@H]1CC[C@@H](NC(=O)NC2CCCC2)[C@@H](CO)O1,0%
Cc1ccc(N2CCN(C(C(=O)Nc3c(C)cccc3C)c3cc4ccccc4o3)CC2)cc1 (stereo not given),-20%
O=C(C[C@H]1CC[C@@H]2[C@H](COC[C@@H](O)CN2Cc2cccc(F)c2)O1)NCC1CCCCC1,5%
COCCCNC(=O)C[C@@H]1C[C@@]2(C(=O)OC)CCCCC=C2N(Cc2ccc3c(c2)OCO3)C1=O,-7%
CC(=O)N1CCC(C(=O)N2c3ccccc3N=C(c3ccc(C(F)(F)F)cc3)C2C(=O)NC2CCCC2)CC1 (stereo not given),1%
CCOC(=O)N1CCN(C(=O)C[C@@H]2C[C@@]3(C(=O)OC)CC(C)(C)CC=C3N(Cc3ccccc3)C2=O)CC1,-1%
CCC(=O)N[C@H]1CC[C@@H](CCn2cc(C3CC3)nn2)O[C@@H]1CO,2%
COCCCNC(=O)C[C@@H]1C[C@@]2(C(=O)OC)CC(C)(C)CC=C2N(Cc2ccc3c(c2)OCO3)C1=O,1%
COC(=O)[C@]12CCCCC=C1N(Cc1ccc3c(c1)OCO3)C(=O)[C@H](CC(=O)NCc1cccs1)C2,-17%
COc1ccc(Cn2cc(CN3CCc4onc(-c5ccc(Br)cc5)c4C3=O)nn2)cc1,-2%
COC(=O)[C@@]12C[C@@H](CC(=O)NCC34CC5CC(CC(C5)C3)C4)C(=O)N(CCc3ccc(OC)c(OC)c3)C1=CCC(C)(C)C2,-26%
COC(=O)C1(C(=O)OC)C[C@H](/C=C/c2ccccc2)N(Cc2ccccc2OC)[C@@H]1c1cccs1,9%&-12%
COc1ccccc1-c1ncn(Cc2cccc(-c3ccccc3)c2)c1-c1cc(C)cc(C)c1,6%
O=C(C[C@@H]1CC[C@H](NC(=O)c2ccc3c(c2)OCO3)[C@@H](CO)O1)NCc1ccc(F)cc1,-10%
Cc1ccc(S(=O)(=O)N2[C@@H](Cc3ccccc3)CO[C@H]2CC(=O)c2cccs2)cc1,6%
COc1ccc(S(=O)(=O)N[C@@H]2C=C[C@@H](CC(=O)N3CCc4ccccc4C3)O[C@@H]2CO)cc1,2%
N#Cc1cccc(C(=O)C(=O)N2CCN(C(=O)OCc3ccccc3)CC2)c1,-6%

# Retrieved by compound from the entries so far (4):
SMILES,AMA1 RON2 block
CCOC(=O)[C@]12CCCC=C1N(CCC1=CCCCC1)C(=O)[C@H](CC(=O)NCc1cccc(C(F)(F)F)c1)C2,-12%
O=C(C[C@@H]1CC[C@H](NC(=O)c2ccc3c(c2)OCO3)[C@@H](CO)O1)NCc1ccc(F)cc1,-10%
CCC(=O)N[C@H]1CC[C@@H](CCn2cc(C3CC3)nn2)O[C@@H]1CO,2%
COC(=O)[C@]12CCCCC=C1N(Cc1ccc3c(c1)OCO3)C(=O)[C@H](CC(=O)NCc1ccc(C)o1)C2,-15%

# New compounds follow.
SMILES,AMA1 RON2 block
CC(=O)C1=CCC(c2ccccc2)N(Cc2ccccc2)C1 (stereo not given),-13%
O=C(C(O)c1ccccc1)N1CCN(S(=O)(=O)c2ccc(F)c(F)c2)CC1 (stereo not given),-1%
CC(C)[C@H](NC(=O)OC(C)(C)C)c1cc(C(=O)NCCO)c(N)s1,35%[activator]
CCCCCCCCN1C(=O)[C@H](CC(=O)NCc2cccc(C(F)(F)F)c2)C[C@@]2(C(=O)OC)CC(C)(C)CC=C12,-5%
O=C(C(=O)N1CCN(C/C=C/c2ccccc2)CC1)c1ccccc1,3%
Cc1cccc(C)c1NC(=O)C(c1ccnc2ccccc12)n1c(=O)c(-c2ccco2)nc2ccccc21 (stereo not given),2%
CCOC(=O)[C@]12CCCC=C1N(Cc1ccccc1)C(=O)[C@H](CC(=O)NCc1cccs1)C2,-5%
Nc1sc(Cc2ccccc2)cc1C(=O)c1c(-c2ccccc2)[nH]c2ccccc12,16%
CC1(C(=O)NCc2ccccc2)CSCC(=O)N1C1CC1 (stereo not given),0%
CC[C@@H]1c2ccccc2[C@@H]2CC[C@H]1N2c1ccccc1,?
CSCCC(c1nc2ccccc2[nH]1)n1c(=O)c(-c2cc3ccccc3[nH]2)nc2ccccc21 (stereo not given),46%[activator]
O=C1Nc2ccccc2-n2nnnc2C1N1CCN(C(=O)c2ccco2)CC1 (stereo not given),2%
COC(=O)C[C@@H]1C=C[C@@H](NC(=O)c2cccnc2)[C@@H](CO)O1,4%
CCOC(=O)[C@]12CCCC=C1N(CCC1=CCCCC1)C(=O)[C@H](CC(=O)NCCc1ccccc1OC)C2,-23%
O=C(C[C@H]1CC[C@H]2[C@@H](COC[C@H](O)CN2C(=O)c2ccccn2)O1)N1CCN(c2ccccc2)CC1,4%
COc1cc2c(cc1OC)/C(=C/C(=O)OCc1ccccc1)OC2,1%
COCCCNC(=O)C[C@@H]1C[C@@]2(C(=O)OC)CC(C)(C)CC=C2N(CCc2ccc(OC)c(OC)c2)C1=O,-3%
Cc1cccc(C)c1NC(=O)C1(C)CN(S(C)(=O)=O)CC(=O)N1Cc1cccs1 (stereo not given),0%
Cc1ccc(S(=O)(=O)N2C3CCCCC3O[C@H]2CC(=O)c2ccc(F)cc2)cc1 (stereo not given in full),15%
COc1ccc(OC)c(CN2C(=O)CSCC2(C)C(=O)NC(C)C)c1 (stereo not given),-7%
CCCCNC(=O)C(NC(=O)c1cccs1)C(=O)c1ccccc1 (stereo not given),-5%
O=C(Nc1cccc(C(=O)N2CCOCC2)c1)C1CCCCC1,17%
CC(C)N1C(=O)c2ccccc2NC(=O)C1C(=O)NCc1ccccc1 (stereo not given),0%
CCC(c1nc2ccccc2[nH]1)n1c(=O)c(-c2ccccc2)nc2ccccc21 (stereo not given),-7%
COC(=O)C1=CN(c2ccc(F)cc2)C(N)=C(C#N)C1c1ccc(-c2ccccc2)cc1 (stereo not given),44%[activator]
CCOC1=C2CN(S(=O)(=O)c3ccc(C)cc3)C(c3cccc(Cl)c3)CC2N(S(=O)(=O)c2ccc(Cl)cc2)C(c2ccccc2)C1 (stereo not given),3%
CC(C)(C)NC(=O)C(c1ccccc1)n1c(=O)c(-c2cc3ccccc3[nH]2)nc2ccccc21 (stereo not given),63%[activator]
Cc1ccc(S(=O)(=O)N2CCC(=O)N([C@H](COCc3ccc(C(F)(F)F)cc3)C(C)C)CC2)cc1,-12%
CC(=O)N1CCC(C(=O)N2c3ccccc3N=C(c3ccc(C(F)(F)F)cc3)C2C(=O)NC(C)C)CC1 (stereo not given),5%
COC(=O)[C@@]12C[C@@H](CC(=O)NCc3ccccc3)C(=O)N(Cc3ccco3)C1=CCC(C)(C)C2,-15%

# Overlap with the part before: 2 compounds; new compounds follow.
SMILES,AMA1 RON2 block
CC(=O)N1CCC(C(=O)N2c3ccccc3N=C(c3ccc(C(F)(F)F)cc3)C2C(=O)NC(C)C)CC1 (stereo not given),5%
COC(=O)[C@@]12C[C@@H](CC(=O)NCc3ccccc3)C(=O)N(Cc3ccco3)C1=CCC(C)(C)C2,-15%
COC(=O)C[C@H]1C=C[C@H](NC(=O)c2ccccn2)[C@@H](CO)O1,62%[activator]
CSCCC(C(=O)NC(C)(C)C)n1c(-c2cccc(NC(C)=O)c2)nc2ccccc21 (stereo not given),-5%
O=C(C(=Cc1ccc(O)cc1)c1ccccc1)c1ccccc1,-21%
COC(=O)C1=CN(c2ccc(N3CCOCC3)cc2)C(N)=C(C#N)C1c1cccc(F)c1 (stereo not given),2%
CCOC(=O)[C@]12CCCC=C1N(CCC1=CCCCC1)C(=O)[C@H](CC(=O)NCCC(C)C)C2,-9%
